Screening data: PubChem BioAssay, The Scripps Research Institute Molecular Screening Center
PLC-gamma1 inh: PLC-gamma1 enzyme inhibitors, primary screen, biochemical, fluorescence, purified enzyme | 1-phosphatidylinositol 4,5-bisphosphate phosphodiesterase gamma-1 (Homo sapiens), P19174 | fluorogenic substrate | inhibition, % at 12.2 µM | 370,000 tested, 0.84% active | AID 720700, 2013; in the data active = inhibition above about 9.5%
Target sequence (P19174 whole entry, looked up): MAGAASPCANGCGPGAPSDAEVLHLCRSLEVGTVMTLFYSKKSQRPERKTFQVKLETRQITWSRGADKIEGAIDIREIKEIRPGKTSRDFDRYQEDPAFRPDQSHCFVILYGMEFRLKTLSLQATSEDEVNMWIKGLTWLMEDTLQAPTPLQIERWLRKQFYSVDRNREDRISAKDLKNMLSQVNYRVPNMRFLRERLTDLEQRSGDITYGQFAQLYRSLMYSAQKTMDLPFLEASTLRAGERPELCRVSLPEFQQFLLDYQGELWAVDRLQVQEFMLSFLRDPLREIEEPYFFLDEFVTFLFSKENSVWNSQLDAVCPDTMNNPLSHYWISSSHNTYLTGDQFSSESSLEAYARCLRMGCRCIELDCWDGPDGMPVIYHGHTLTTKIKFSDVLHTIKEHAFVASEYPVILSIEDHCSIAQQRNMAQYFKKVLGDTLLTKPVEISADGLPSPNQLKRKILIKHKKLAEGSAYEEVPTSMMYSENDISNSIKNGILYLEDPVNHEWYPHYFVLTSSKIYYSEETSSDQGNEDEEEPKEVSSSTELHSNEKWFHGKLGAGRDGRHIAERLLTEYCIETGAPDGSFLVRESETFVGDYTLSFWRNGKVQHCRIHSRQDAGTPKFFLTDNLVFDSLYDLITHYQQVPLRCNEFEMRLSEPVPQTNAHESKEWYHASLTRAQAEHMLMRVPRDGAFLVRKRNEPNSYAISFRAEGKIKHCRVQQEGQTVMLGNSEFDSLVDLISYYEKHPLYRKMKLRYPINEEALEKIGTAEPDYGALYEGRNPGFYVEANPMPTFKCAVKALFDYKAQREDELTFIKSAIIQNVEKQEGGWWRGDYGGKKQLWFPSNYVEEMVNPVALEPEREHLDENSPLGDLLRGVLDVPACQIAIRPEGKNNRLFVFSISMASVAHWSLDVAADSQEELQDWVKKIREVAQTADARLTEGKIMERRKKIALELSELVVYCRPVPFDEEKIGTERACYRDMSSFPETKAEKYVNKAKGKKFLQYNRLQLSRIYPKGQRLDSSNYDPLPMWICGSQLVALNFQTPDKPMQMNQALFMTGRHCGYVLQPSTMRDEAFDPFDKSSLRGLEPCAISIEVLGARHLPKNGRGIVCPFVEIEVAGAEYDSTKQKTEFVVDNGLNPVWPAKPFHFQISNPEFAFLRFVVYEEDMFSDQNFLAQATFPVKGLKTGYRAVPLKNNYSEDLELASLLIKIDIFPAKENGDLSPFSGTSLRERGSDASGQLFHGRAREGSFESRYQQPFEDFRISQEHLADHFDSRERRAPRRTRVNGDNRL
ADAM17 inh: ADAM17 inhibitors, primary screen, biochemical, QFRET; Disintegrin and metalloproteinase domain-containing protein 17 (Homo sapiens), P78536; recombinant ADAM17, EDANS/DABCYL FRET peptide cleavage; inhibition, % at 6.95 µM; 370,000 tested, 0.83% active;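 active = inhibition above the mean of compounds lying between control limits plus 3 SD, set per campaign, cut at about 8.5% in these data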;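 note: 0% = DMSO-only wells as the low control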
Tn7 DDE FP: inhibitors of Tn7 peptide binding to fibrin DD(E), primary screen, biochemical, fluorescence polarization, human fibrin, Tn7 probe. inhibition, % at 8.3 µM. 370,000 tested, 0.13% active. FP displacement of FITC-Tn7 peptide from fibrin DD(E); 0% = median of compound wells per plate. AID 720508, 2013;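 active = inhibition above the mean of compounds falling within the control limits plus 3 SD of them, cut at about 14% in these data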;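 note: 0% = plate median of compound wells and 100% = 10 µM Aha-Tn7 peptide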
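Assay system: Fibrin-DD(E) protein isolated from polymerized human fibrin clots; read-out basis: percent inhibition; medium: Tris/NaCl/CaCl2 buffer, pH 7.8; signal: FP measurement; incubation: 10 min plus 3 h, room temperature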
LEDGF integ inh: blockers of LEDGF/p75-dependent integrase strand transfer – biochemical, TR-FRET, high throughput, primary screen; TR-FRET IN-LEDGF/p75 DNA integration, Eu/Cy5; inhibition, % at 3.7 µM; 370,000 tested, 0.64% active;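 active = inhibition above the screen-wide mean plus 3 SD, cut at about 13% in these data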;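 note: signal is the Cy5 over europium emission ratio at 671 and 618 nm; 0% = plate median of compound wells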
ARFGAP1 inhibitor: inhibitors of rat ARFGAP1 GAP activity, primary screen, biochemical, fluorescence polarization, GDP tracer. ADP-ribosylation factor GTPase-activating protein 1 (Rattus norvegicus), Q62848. Arfgap1-stimulated ARF1 GTP hydrolysis, GDP FP detection. inhibition, % at 16.5 µM. 360,000 tested, 0.26% active. AID 651572, 2012;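 active = inhibition above a per-plate limit, mean inhibition of low control wells plus 3 SD, cut at about 25% in these data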;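 note: 0% = DMSO wells with enzyme and 100% = wells lacking Arfgap1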
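Replicates: Single well per compound | Assay system: Truncated rat Arfgap1 GAP domain | Control set: No-Arfgap1 wells (100%) versus DMSO full-reaction wells (0%) | Times: Enzyme reaction 120 min at 25 °C after 20 min preincubation | Reagent: Human ARF1(Δ1-17)-GTP substrate | Measured by: Tracer-displacement fluorescence polarization with EDTA stop, 620/688 nm | Measure: Percent inhibition of Arfgap1-stimulated GTP hydrolysis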
ASAP1 inh: inhibitors of human ASAP1 ArfGAP activity, primary screen, biochemical, fluorescence polarization; Arf-GAP with SH3 domain, ANK repeat and PH domain-containing protein 1 (Homo sapiens), …; ASAP1-stimulated ARF1 GTP hydrolysis, GDP FP detection; inhibition, % at 16.5 µM; 360,000 tested, 0.19% active; AID 624377, 2012; in the data active = inhibition above about 25%;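 note: 0% = vehicle with enzyme and substrate and 100% = no enzyme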
Tn6 DDE FP: inhibitors of Tn6 peptide binding to fibrin DD(E), primary screen, biochemical, fluorescence polarization, human fibrin, Tn6 probe | AID 720509, 2013 | Fibrinogen beta chain (Homo sapiens), P02675 | inhibition, % at 8.3 µM | Fibrin DD(E) TRITC-Tn6 fluorescence polarization displacement | 370,000 tested, 0.21% active;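 active = inhibition above a per-campaign cutoff: mean of compounds within control limits plus 3 SD, cut at about 15% in these data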;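 note: 0% = median of all compound wells on the plate and 100% = blocking peptide control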
KLK7 zymogen act: proKLK7 zymogen activators, primary screen, biochemical, fluorescence intensity. purified proKLK7, EDANS-DABCYL substrate fluorescence; 100% is mature enzyme control, 0% vehicle. 370,000 tested, 0.9% active. activation, % at 7 µM;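 active = activation above the mean of all tested compounds plus 3 SD, computed per campaign excluding outliers beyond control limits, cut at about 13% in these data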
TDP2 inh: human TDP2 enzyme inhibitors, primary screen, biochemical, epi absorbance, recombinant enzyme | T5PNP hydrolysis, p-nitrophenol absorbance 415 nm | inhibition, % at 12.8 µM | 370,000 tested, 0.34% active | AID 720702, 2013;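 active = inhibition above the mean of all tested compounds plus 3 SD, set per campaign, cut at about 25% in these data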;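 note: 0% = DMSO with enzyme and 100% = buffer with substrate but no TDP2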
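Material: recombinant human TDP2; quantity: TDP2 enzyme at 120 nM final; medium: Tris-HCl pH 7.5 with MgCl2; compound: single concentration, 12.8 µM nominal, with 1% DMSO; incubation: 2 h enzyme incubation at 37 °C; signal: epi absorbance; measure: percent inhibition; benchmarks: high control without enzyme, low control DMSO plus TDP2; repeats: singlicate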
ADAM10 inh: human ADAM10 inhibitors, primary screen, biochemical, QFRET, HTS; AID 720582, 2013; inhibition, % at 7 µM; recombinant ADAM10, EDANS/DABCYL FRET peptide cleavage, 3 h; 370,000 tested, 0.62% active;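 active = inhibition above a per-campaign cutoff equal to the mean of compounds falling between control-based bounds plus 3 SD, cut at about 20% in these data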;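 note: 0% = DMSO wells while the 100% control is not disclosed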
* = called active by the depositor.

Results for Cc1cccc(N2CCN(C(=O)c3ccnn3C)CC2)c1C ?
PLC-gamma1 inh: 0; ADAM17 inh: -1; Tn7 DDE FP: 8; LEDGF integ inh: 0; ARFGAP1 inhibitor: 10; ASAP1 inh: -9; Tn6 DDE FP: 2; KLK7 zymogen act: -0.6; TDP2 inh: -5; ADAM10 inh: 4

Results for Cc1ccc(-c2nc3c(Cl)cc(Cl)cc3c(=O)n2O)cc1 ?
PLC-gamma1 inh: -19; ADAM17 inh: -8; Tn7 DDE FP: 0; LEDGF integ inh: 2; ARFGAP1 inhibitor: 0; ASAP1 inh: -17; Tn6 DDE FP: 0; KLK7 zymogen act: -2.3; TDP2 inh: 2; ADAM10 inh: -3

Results for Cc1ccc(N(CC(=O)NC(C)(C)C)C(=O)CNC(=O)c2cccs2)cc1 ?
PLC-gamma1 inh: 2; ADAM17 inh: -2; Tn7 DDE FP: -9; LEDGF integ inh: -1; ARFGAP1 inhibitor: 4; ASAP1 inh: -2; Tn6 DDE FP: 3; KLK7 zymogen act: 0.5; TDP2 inh: 4; ADAM10 inh: -1

What do the screens show for `CCOC(=O)C1CCCN(Cc2ccccc2C)C1` (configuration not stated)?
PLC-gamma1 inh: 1; ADAM17 inh: -3; Tn7 DDE FP: -2; LEDGF integ inh: -1; ARFGAP1 inhibitor: 6; ASAP1 inh: -4; Tn6 DDE FP: 4; KLK7 zymogen act: -0.6; TDP2 inh: 19; ADAM10 inh: 0

Results for O=C(c1ccc(F)cc1)N1CCN(c2ccc([N+](=O)[O-])cc2-n2cccc2)CC1 ?
PLC-gamma1 inh: 0; ADAM17 inh: 1; Tn7 DDE FP: -5; LEDGF integ inh: 2; ARFGAP1 inhibitor: -4; ASAP1 inh: 21; Tn6 DDE FP: -5; KLK7 zymogen act: 0.3; TDP2 inh: 10; ADAM10 inh: -3

How did O=C(CN1CCCC1)Nc1ccc(OC(F)(F)F)cc1 do in these assays?
PLC-gamma1 inh: 0; ADAM17 inh: 0; Tn7 DDE FP: -3; LEDGF integ inh: -2; ARFGAP1 inhibitor: 9; ASAP1 inh: 1; Tn6 DDE FP: 4; KLK7 zymogen act: 0.1; TDP2 inh: 13; ADAM10 inh: -2

How did CCOc1ccc(NC(=O)CCN2CCN(S(=O)(=O)c3ccc(F)cc3)CC2)cc1 do in these assays?
PLC-gamma1 inh: 3; ADAM17 inh: -1; Tn7 DDE FP: 1; LEDGF integ inh: -2; ARFGAP1 inhibitor: -6; ASAP1 inh: -14; Tn6 DDE FP: 1; KLK7 zymogen act: 0.3; TDP2 inh: -2; ADAM10 inh: 1

How did C#CCn1c(=O)c2c(ncn2C)n(C)c1=O do in these assays?
PLC-gamma1 inh: -1; ADAM17 inh: -6; Tn7 DDE FP: 0; LEDGF integ inh: 4; ARFGAP1 inhibitor: -1; ASAP1 inh: -3; Tn6 DDE FP: 6; KLK7 zymogen act: 0.0; TDP2 inh: 6; ADAM10 inh: -7

What do the screens show for `Cc1cc(C)c(S(=O)(=O)Nc2ccc3c4c(cccc24)CC3)c(C)c1`?
PLC-gamma1 inh: -1; ADAM17 inh: 9.3*; Tn7 DDE FP: 5; LEDGF integ inh: -2; ARFGAP1 inhibitor: 6; ASAP1 inh: -7; Tn6 DDE FP: 3; KLK7 zymogen act: -0.4; TDP2 inh: -7; ADAM10 inh: 14

Results for O=C(Cn1cc(F)c(=O)[nH]c1=O)c1ccco1 ?
PLC-gamma1 inh: 2; ADAM17 inh: -5; Tn7 DDE FP: 2; LEDGF integ inh: -2; ARFGAP1 inhibitor: -2; ASAP1 inh: -6; Tn6 DDE FP: -4; KLK7 zymogen act: 0.0; TDP2 inh: -2; ADAM10 inh: -10

How did CC(=O)CCN1C(=O)NC2(CCCc3ccccc32)C1=O (configuration not stated) do in these assays?
PLC-gamma1 inh: 1; ADAM17 inh: -5; Tn7 DDE FP: -3; LEDGF integ inh: 2; ARFGAP1 inhibitor: 4; ASAP1 inh: 9; Tn6 DDE FP: -9; KLK7 zymogen act: -0.2; TDP2 inh: -10; ADAM10 inh: -5

How did CCN(CC(=O)Nc1ccc(C(C)=O)cc1)CC(=O)Nc1ccccc1C(F)(F)F do in these assays?
PLC-gamma1 inh: 1; ADAM17 inh: -1; Tn7 DDE FP: -4; LEDGF integ inh: 4; ARFGAP1 inhibitor: -3; ASAP1 inh: 6; Tn6 DDE FP: -2; KLK7 zymogen act: 0.1; TDP2 inh: 4; ADAM10 inh: 8

What do the screens show for `O=C(CSCc1ccccc1Br)NC1CC1`?
PLC-gamma1 inh: -1; ADAM17 inh: -4; Tn7 DDE FP: -1; LEDGF integ inh: -2; ARFGAP1 inhibitor: 11; ASAP1 inh: -5; Tn6 DDE FP: 1; KLK7 zymogen act: -0.4; TDP2 inh: -4; ADAM10 inh: 0

How did Cc1ccc(-n2ncc3c2CCCC3NC(=O)CCCN2CCCCC2=O)cc1C (configuration not stated) do in these assays?
PLC-gamma1 inh: -1; ADAM17 inh: 0; Tn7 DDE FP: 5; LEDGF integ inh: 1; ARFGAP1 inhibitor: -10; ASAP1 inh: -2; Tn6 DDE FP: -1; KLK7 zymogen act: -0.2; TDP2 inh: -13; ADAM10 inh: 0

Results for O=C(O)CCn1c(SCCOc2ccccc2F)nc2ccccc21 ?
PLC-gamma1 inh: 0; ADAM17 inh: 0; Tn7 DDE FP: 1; LEDGF integ inh: 6; ARFGAP1 inhibitor: 3; ASAP1 inh: 6; Tn6 DDE FP: -1; KLK7 zymogen act: -0.8; TDP2 inh: -5; ADAM10 inh: 5

The last 3 compounds of the part above are carried over, then new ones follow.
What do the screens show for `O=C(CSCc1ccccc1Br)NC1CC1`?
PLC-gamma1 inh: -1; ADAM17 inh: -4; Tn7 DDE FP: -1; LEDGF integ inh: -2; ARFGAP1 inhibitor: 11; ASAP1 inh: -5; Tn6 DDE FP: 1; KLK7 zymogen act: -0.4; TDP2 inh: -4; ADAM10 inh: 0

How did Cc1ccc(-n2ncc3c2CCCC3NC(=O)CCCN2CCCCC2=O)cc1C (configuration not stated) do in these assays?
PLC-gamma1 inh: -1; ADAM17 inh: 0; Tn7 DDE FP: 5; LEDGF integ inh: 1; ARFGAP1 inhibitor: -10; ASAP1 inh: -2; Tn6 DDE FP: -1; KLK7 zymogen act: -0.2; TDP2 inh: -13; ADAM10 inh: 0

Results for O=C(O)CCn1c(SCCOc2ccccc2F)nc2ccccc21 ?
PLC-gamma1 inh: 0; ADAM17 inh: 0; Tn7 DDE FP: 1; LEDGF integ inh: 6; ARFGAP1 inhibitor: 3; ASAP1 inh: 6; Tn6 DDE FP: -1; KLK7 zymogen act: -0.8; TDP2 inh: -5; ADAM10 inh: 5

Results for CCC(=O)N1CCCC1(C)C(=O)Nc1ccc2scnc2c1 (configuration not stated) ?
PLC-gamma1 inh: 12*; ADAM17 inh: 6; Tn7 DDE FP: 0; LEDGF integ inh: 0; ARFGAP1 inhibitor: -6; ASAP1 inh: 12; Tn6 DDE FP: 1; KLK7 zymogen act: 0.3; TDP2 inh: -17; ADAM10 inh: 14

What do the screens show for `O=C(Cc1ccsc1)Nc1ccc2c(c1)OCO2`?
PLC-gamma1 inh: -3; ADAM17 inh: -1; Tn7 DDE FP: 10; LEDGF integ inh: -5; ARFGAP1 inhibitor: 3; ASAP1 inh: -4; Tn6 DDE FP: -1; KLK7 zymogen act: -0.6; TDP2 inh: -1; ADAM10 inh: -16

How did Cc1nn(C)c(C(=O)N/N=C/c2ccccn2)c1[N+](=O)[O-] do in these assays?
PLC-gamma1 inh: -2; ADAM17 inh: -4; Tn7 DDE FP: -1; LEDGF integ inh: 0; ARFGAP1 inhibitor: 1; ASAP1 inh: 18; Tn6 DDE FP: 9; KLK7 zymogen act: -0.2; TDP2 inh: 12; ADAM10 inh: 2

How did CCC(=O)c1ccc(OCC(O)Cn2nc(C)cc2C)cc1 (configuration not stated) do in these assays?
PLC-gamma1 inh: -1; ADAM17 inh: -2; Tn7 DDE FP: 1; LEDGF integ inh: 1; ARFGAP1 inhibitor: -8; ASAP1 inh: -6; Tn6 DDE FP: -5; KLK7 zymogen act: 0.1; TDP2 inh: 7; ADAM10 inh: -8

What do the screens show for `CCNC(=O)C1(C)CCCN1Cc1cccc(C(F)(F)F)c1` (configuration not stated)?
PLC-gamma1 inh: -3; ADAM17 inh: -5; Tn7 DDE FP: 5; LEDGF integ inh: -3; ARFGAP1 inhibitor: -6; ASAP1 inh: -2; Tn6 DDE FP: -6; KLK7 zymogen act: 0.9; TDP2 inh: 5; ADAM10 inh: -9

What do the screens show for `O=C(CCSc1nnc(-c2ccco2)o1)Nc1ccccc1`?
PLC-gamma1 inh: 0; ADAM17 inh: -1; Tn7 DDE FP: 2; LEDGF integ inh: -2; ARFGAP1 inhibitor: -6; ASAP1 inh: 0; Tn6 DDE FP: 3; KLK7 zymogen act: -0.5; TDP2 inh: -8; ADAM10 inh: -12

What do the screens show for `CCOc1ccc(/C=C/C(=O)c2cc(Br)ccc(=O)c2O)cc1`?
PLC-gamma1 inh: -18; ADAM17 inh: 11*; Tn7 DDE FP: -1; LEDGF integ inh: 5; ARFGAP1 inhibitor: 4; ASAP1 inh: -3; Tn6 DDE FP: -6; KLK7 zymogen act: -0.3; TDP2 inh: -6; ADAM10 inh: 8

Outcome played no part in choosing rows (roughly 4.2% active in at least one column).
